AddAB inh – less growth of phage-infected E. coli with AddAB. E. coli expressing H. pylori AddAB, absorbance growth. inhibition, % at 11.9 µM. hit rate 0.29% among 330,000. AID 435030; in the data active = inhibition above about 12%;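 also: 0% = vehicle wells of infected cells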
PKA-R2B activ – activates the human PKA-R2B holoenzyme complex; P22694+P31323; PKA-R2B holoenzyme dissociation, Cy5-IP20 fluorescence polarization; R2B truncated from residue 108, S112A mutant; 0% DMSO only, 100% 113 µM cGMP; activation, % at 11.4 µM; hit rate 0.079% among 340,000;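 active = activation above a cutoff set at the mean over all compounds plus 3 SD, cut at about 18% in these data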;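 also: higher means more holoenzyme dissociation and a rise in polarization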
Target sequence (P31323 whole entry, looked up, other chains not shown, the tested form may be a part): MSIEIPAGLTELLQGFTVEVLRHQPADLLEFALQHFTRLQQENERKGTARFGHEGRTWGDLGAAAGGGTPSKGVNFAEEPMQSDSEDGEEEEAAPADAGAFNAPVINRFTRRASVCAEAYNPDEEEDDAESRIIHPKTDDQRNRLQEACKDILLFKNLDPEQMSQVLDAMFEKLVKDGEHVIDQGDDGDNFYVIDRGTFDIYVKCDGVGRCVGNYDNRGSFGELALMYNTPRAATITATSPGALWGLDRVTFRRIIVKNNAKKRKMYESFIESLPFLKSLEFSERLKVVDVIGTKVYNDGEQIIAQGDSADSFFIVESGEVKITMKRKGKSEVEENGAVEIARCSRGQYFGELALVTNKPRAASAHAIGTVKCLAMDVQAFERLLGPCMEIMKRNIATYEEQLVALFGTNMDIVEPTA
OPRM1-OPRD1 ag – OPRM1-OPRD1 heterodimerization agonism. hit rate 0.3% among 340,000. cells, luminescence. AID 504326. activation, % at 9.3 µM; in the data active = activation above about 18%;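 also: 0% = vehicle-treated cells and 100% = reference agonist; values of inactives mirror those of a sister screen read the other way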
phage Ecoli inh – E. coli growth loss with phage present; hit rate 0.26% among 360,000; AID 651602; inhibition, % at 11.9 µM; growth absorbance; in the data active = inhibition above about 11%
PfHsp90 yeast 2 – inhibits growth of yeast expressing Plasmodium falciparum Hsp90 | S. cerevisiae expressing PfHsp90, BacTiter-Glo ATP, 48 h; yeast lacking PDR1 and PDR3 efflux regulators | inhibition, % at 9.4 µM | hit rate 0.32% among 310,000;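 active = every replicate shows inhibition above about 80%, whatever the replicate mean, limit read from the data; inconclusive = mean inhibition reaches the set limit but some replicate falls short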;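 also: 0% = DMSO neutral controls and 100% = 20 µM radicicol positive controls; yeast relying on Plasmodium falciparum Hsp90 in place of its own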
MOR-DOR inv ag – inverse agonist of human OPRM1-OPRD1 heterodimerization | P35372+P41143 | cell-based MOR-DOR heterodimer luminescence, inverse agonism | inhibition, % at 9.3 µM | hit rate 0.21% among 340,000; in the data active = inhibition above about 22%, passing the limit was not always enough;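 also: 0% = cells with DMSO and 100% = wells without cells with DMSO; values of inactives mirror those of a sister screen read the other way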
Ecoli viability – counter-screen for AddAB inhibitors: E. coli growth inhibition; hit rate 0.27% among 330,000; inhibition, % at 11.9 µM; AID 449728; E. coli V3065 growth, OD600 absorbance, 18 h;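 active = inhibition above the campaign's mean inhibition across all tested compounds plus 3 SD, cut at about 9.9% in these data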;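 also: uninfected addAB+ strain grown without phage in ampicillin broth; 0% = DMSO wells and 100% = ciprofloxacin 0.95 µg/ml wells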
Tat export inh – inhibitors of E. coli Tat protein transport. E. coli MC4100 TorA-mCherry Tat export, fluorescence. inhibition, % at 10 µM. hit rate 0.036% among 340,000. AID 488895;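 active = mean replicate inhibition at least 50% and at least half of replicates individually reaching 50%; inconclusive = only one of the two criteria met; inactive = neither criterion met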;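 also: exported cargo escapes ClpAP degradation while cytoplasmic cargo is degraded and loses fluorescence; 0% = median of neutral control wells and 100% = median of NaSCN control wells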
HTR5A inv ag – inverse agonist of human HTR5A in OPRM1-OPRD1 counter-screen; P47898; HTR5A cell line, luminescence, inverse agonism; inhibition, % at 9.3 µM; hit rate 0.083% among 340,000; in the data active = inhibition mostly above about 23%, no sharp cut-off; inactive = mostly below about 18%;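 also: 0% = cells with DMSO and 100% = no-cell wells with DMSO; some compounds called inactive have numbers as strong as hits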
Target sequence (P47898 whole entry, looked up): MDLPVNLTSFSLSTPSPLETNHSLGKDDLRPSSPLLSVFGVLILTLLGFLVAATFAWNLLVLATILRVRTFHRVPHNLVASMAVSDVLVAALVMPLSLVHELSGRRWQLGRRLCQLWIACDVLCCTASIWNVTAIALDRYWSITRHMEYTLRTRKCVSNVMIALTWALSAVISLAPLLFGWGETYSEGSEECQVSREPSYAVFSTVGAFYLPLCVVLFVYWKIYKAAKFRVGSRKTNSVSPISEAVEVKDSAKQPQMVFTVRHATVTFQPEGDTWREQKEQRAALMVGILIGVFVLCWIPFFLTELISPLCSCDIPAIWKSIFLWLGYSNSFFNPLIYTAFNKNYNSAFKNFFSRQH
PKA-R1A act – activators of PKA-R1A complex | AID 504707 | activation, % at 11.4 µM | hit rate 0.083% among 340,000 | P00514+P68181 | PKA-R1A dissociation, Cy5-IP20 fluorescence polarization; scaled: DMSO 0%, 113 µM cGMP 100%;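 active = percent activation above the mean of all tested compounds plus 3 SD, cut at about 19% in these data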;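 also: higher means more PKAc released from R1A so a rise in polarization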
Mot1-301 SUMO – inhibitors of SUMOylation pathway: yeast Mot1-301 growth rescue; S. cerevisiae Mot1-301 growth rescue, ATP luminescence, 38.5C; percent above DMSO median, 100 means doubled; hit rate 1% among 320,000; growth rescue, % at 18.8 µM;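 active = every valid replicate shows activation above 250% relative to neutral control wells; inactive = the rest, any valid replicate at or below 250%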;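 also: OY570 slx delta 5 strain wells were the positive control but not used for scaling; some compounds called inactive have numbers as strong as hits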
Active calls of the source: *; ? = inconclusive; · = not tested or not shown. This is a random part of the collection; 2.2% or so of the library scored in one or more.

SMILES | AddAB inh | PKA-R2B activ | OPRM1-OPRD1 ag | phage Ecoli inh | PfHsp90 yeast 2 | MOR-DOR inv ag | Ecoli viability | Tat export inh | HTR5A inv ag | PKA-R1A act | Mot1-301 SUMO
CN1CCN(C(=O)CSc2nc3ccc(NC(=O)c4ccccc4F)cc3s2)CC1 | 0.3 | -1 | -1.2 | 2.5 | -35 | 6 | 1.1 | 1 | -6 | -3 | -23
CCOc1cc(/C=N/NC(=O)c2cccnc2)ccc1O | 2.2 | 1 | -3.2 | 3.2 | -3 | 16 | 0.3 | 0 | -2 | -9 | -7
CC(NC(=O)C1CCN(S(=O)(=O)c2ccc(Br)s2)CC1)c1ccccc1 (stereo unspecified) | 3.4 | 4 | 0.2 | 2.2 | 6 | -2 | -0.8 | -7 | 14 | -8 | -13
Cc1cc(C)cc(NC(=O)C2CCN(C(=O)[C@@H]3Cc4ccccc4CN3)CC2)c1 | -0.7 | -1 | -1.3 | 1.1 | 26 | 7 | -3.6 | -7 | 0 | 6 | -1
O=C(Nc1nnc(COc2ccccc2)s1)c1ccco1 | 1.9 | 11 | -1.3 | 2.8 | -2 | 8 | -0.9 | -2 | -29 | 14 | 17
O=C(Nc1ccccc1C(=O)Nc1ccccn1)c1ccccc1F | 6.0 | -2 | -0.8 | 1.3 | -8 | 4 | 0.3 | 9 | 4 | -7 | -6
COc1ccc(CCNC(=O)COC(=O)/C=C/c2cccc(F)c2)cc1 | 2.0 | 1 | -4.6 | 3.7 | -6 | 18 | -0.6 | 5 | -6 | 2 | 21
COc1ccc(N2CCN(C(=O)Cc3nn(C)c(=O)c4ccccc34)CC2)cc1 | 1.6 | -8 | -0.6 | 0.8 | · | 3 | -0.2 | -3 | -8 | 2 | 81
O=C(CCc1nc2ccccc2c(=O)[nH]1)NCc1ccco1 | -0.9 | -12 | -1.9 | 0.4 | 23 | 10 | 1.4 | -1 | -2 | -6 | 150
Cn1c(=O)[nH]c(=O)c2c1nc(N1CCCCC1)n2C/C=N/NC(=O)c1cc(Br)ccc1O | 0.6 | -6 | -1.3 | 2.8 | 13 | 6 | 2.2 | -15 | -1 | -4 | 140
CC(OC(=O)C1=COCCO1)C(=O)Nc1ccc(Oc2ccccc2)cc1 (stereo unspecified) | 0.5 | 4 | -1.9 | 3.1 | -8 | 11 | -1.1 | -2 | -15 | -2 | 288
Cc1ccc(-c2ccnc(-c3ccc(O)cc3)n2)cc1 | 3.0 | 0 | 3.4 | 2.1 | -11 | -18 | -0.3 | 5 | -3 | 2 | 22
CCOC(=O)c1[nH]c(C)c(C(=O)N(C)Cc2ccccc2)c1C | 4.2 | 0 | 1.4 | 2.2 | -41 | -8 | 1.2 | -2 | -4 | -1 | 2
COc1ccc(NC(=O)CCC(=O)c2cccs2)cc1S(=O)(=O)Nc1ccc(Cl)cc1 | 0.8 | -1 | -0.1 | 3.4 | -1 | 1 | 0.3 | -6 | 13 | 6 | 7
CCCN1CCC(=O)N([C@H](CSc2ccc(Br)cc2)Cc2ccccc2)CC1 | 0.6 | -3 | 8.4 | 2.4 | · | -46 | -1.5 | 5 | -11 | -2 | 10
COc1ccccc1NC(=O)C1=C(C)NC(=O)NC1c1ccccc1[N+](=O)[O-] (stereo unspecified) | 6.0 | -5 | -1.8 | 3.5 | -8 | 8 | -1.0 | -7 | 6 | 8 | -2
CCOc1ccccc1N(CC(=O)Nc1ccc(C)cc1)S(C)(=O)=O | 1.5 | 4 | -1.2 | 1.7 | 7 | 7 | 2.4 | 4 | 11 | -2 | 7
Cc1[nH]nc(SCC(=O)N2CCCCC2)c1[N+](=O)[O-] | 1.2 | -7 | -2.9 | 0.0 | · | 16 | 0.4 | -1 | -4 | -1 | -18
O=Cc1ccc(OC(=O)/C=C/c2ccccc2)cc1 | 1.3 | -10 | -4.2 | 3.6 | -6 | 19 | 0.3 | -10 | -3 | -17 | 13
CC(=O)C1=C(C)N2CCN=C2S1 | 0.4 | 2 | -2.4 | 1.3 | -11 | 12 | 0.6 | 1 | 5 | -2 | 3
Cc1cccc(C(=O)N2CCCC(Nc3ccc(C)c(C)c3)C2)n1 (stereo unspecified) | 0.9 | 5 | -2.0 | 1.3 | -5 | 10 | 2.7 | 4 | 7 | -4 | 1
CS(=O)(=O)c1ccc(C(=O)OCC(=O)c2ccc(Cl)s2)cc1 | 1.0 | 2 | -3.5 | 0.6 | · | 18 | 1.5 | -4 | 6 | -9 | 1
CCN(CC)CCNC(CC(=O)Nc1ccc(Cl)cc1Cl)C(=O)O (stereo unspecified) | 5.3 | -7 | -2.4 | 1.1 | -3 | 10 | -1.1 | -8 | -17 | -17 | -17
COc1ccc2oc(-c3ccc(C)c(NC(=O)CSc4ccc(Cl)cc4)c3)nc2c1 | -0.1 | 6 | -1.9 | · | -22 | 10 | -2.2 | -1 | -10 | 8 | 615
COC(=O)[C@@]12CCCN1[C@H](c1ccc(-c3ccc(Cl)c(Cl)c3)cc1)[C@H]1C(=O)N(C)C(=O)[C@H]12 | -0.1 | -8 | 0.5 | 1.2 | -24 | -3 | 0.3 | 11 | -14 | 3 | 110
CSCCC(NC(=O)COc1ccccc1)C(=O)N1CCN(c2ccccc2Cl)CC1 (stereo unspecified) | 0.7 | 4 | 1.8 | 2.4 | -16 | -12 | 0.8 | 5 | -7 | -6 | -2
COc1ccc(C(=O)CN2CCN(CCN3C(=O)c4cccc5cccc(c45)C3=O)CC2)cc1 | 2.4 | -6 | -1.7 | -0.5 | -72 | 8 | 1.1 | 7 | -11 | 1 | -15
CNC(=O)c1c(NC(=O)CCS(=O)(=O)c2ccccc2)sc2c1CCN(C(=O)OC)C2 | 3.5 | -3 | 0.0 | 1.0 | 2 | 0 | -1.6 | 3 | 10 | -5 | 1
Cc1oc(-c2ccc(Cl)cc2)nc1CN1CCC(C(=O)NCc2cccnc2)CC1 | -1.1 | -4 | -2.2 | · | -17 | 10 | 0.2 | 24 | 0 | 0 | -18
c1ccc2c(-n3cccn3)cccc2c1 | -0.6 | -6 | 0.0 | 1.7 | -17 | 0 | 1.0 | 3 | 11 | 0 | 3
COc1cccc2oc(CCc3ccccc3)cc(=O)c12 | · | 2 | -1.1 | 3.3 | 8 | 6 | · | -2 | -13 | 7 | ·
N#Cc1ccc(CSc2ccccn2)c(Cl)c1 | -1.9 | 5 | 0.6 | 1.2 | 1 | -3 | -1.1 | 1 | 6 | -9 | 1
O=C(COc1cccc(-n2cnnn2)c1)NC1CCCCC1 | 0.6 | 3 | -0.7 | 2.4 | 0 | 3 | 1.9 | 0 | -30 | -6 | -4
CC[C@H](C)[C@H]1CNC(=O)C(=O)N1CC1CCN(CC2CCC(C)CC2)CC1 (stereo partly specified) | · | 8 | 0.8 | 3.3 | -8 | -4 | · | -4 | 0 | 7 | ·
CCN(CC)C(=O)Cn1c(=O)n(-c2ccc(CC(=O)NCc3ccccc3)cc2)c(=O)c2sccc21 | -0.8 | -4 | -0.9 | 2.1 | 6 | 5 | 2.6 | -8 | -5 | 10 | -9
CCOc1cccc(Nc2ccc([N+](=O)[O-])cn2)c1 | 3.8 | -21 | -1.5 | 3.6 | -5 | 7 | -0.9 | -6 | 24 | -4 | 24
COC(=O)c1cc(OC)c(OC)cc1NC(=O)C1CCC(=O)N1S(=O)(=O)c1ccc(C)cc1 (stereo unspecified) | 1.4 | -2 | -1.1 | 0.5 | · | 6 | -1.0 | 15 | -8 | 11 | -12
C=CCn1c(=N)c(C(=O)NCCCOC)cc2c(=O)n3cc(C)ccc3nc21 | 0.1 | -2 | -3.1 | 1.6 | -5 | 15 | -1.8 | -1 | -12 | 0 | -1
N#C/C(=C\c1ccc[nH]1)C(=O)Nc1ccccc1[N+](=O)[O-] | 2.8 | -3 | 9.3 | 1.1 | -24 | -51 | 0.5 | -5 | 5 | 12 | -12
Cc1cccc(C)c1-n1c(C)nn(CC2CC2)c1=O | -0.4 | -1 | 0.8 | 2.6 | · | -4 | -3.5 | -10 | 13 | -4 | -8
CC(=O)N(C)c1ccc(NC(=O)Cc2cccc3ccccc23)cc1 | -3.6 | -2 | -3.0 | 3.0 | -7 | 15 | -5.9 | 2 | -6 | 8 | -14
O=C(CN1C(=O)c2ccccc2C1=O)NNC1=NS(=O)(=O)c2ccccc21 | 2.0 | -5 | -2.0 | 3.9 | 10 | 11 | -3.8 | -7 | -1 | 6 | 3
Cc1ccccc1C(=O)NC1CC(C)(C)NC(C)(C)C1 | 1.7 | -3 | -3.8 | 3.0 | 6 | 18 | 2.8 | -6 | -8 | -2 | ·
Cn1ccc(C(=O)Oc2ccc(C(=O)Nc3ccc(F)cc3F)cc2)n1 | 2.7 | -6 | -2.5 | 4.0 | -24 | 12 | 2.9 | -1 | 2 | 0 | 11
COc1ccc(CN(C)C(=O)c2cccc(C(=O)N(C)Cc3ccc(OC)cc3)c2)cc1 | -0.5 | -9 | -0.3 | -2.5 | -5 | 2 | -1.4 | -1 | -5 | 4 | 183
CCNC(=O)CN(c1ccc(Cl)cc1)S(=O)(=O)c1ccccc1 | 2.9 | -9 | -2.4 | 3.0 | · | 12 | 1.4 | 4 | 20 | 1 | -12
Cc1cc2cc(CNC(=O)CC(C)C)ccc2n1C | 5.4 | -3 | -1.3 | 1.7 | -1 | 6 | 1.0 | 6 | 10 | -17 | -9
O=C(CSc1nc2c(sc3ccccc32)c(=O)n1Cc1ccco1)NCC1CCCO1 (stereo unspecified) | -0.1 | 17 | -1.3 | 0.8 | -3 | 8 | -1.7 | -5 | -12 | -2 | 13
CCn1c(SCC(=O)NC2CCCCC2)nnc1-c1cccnc1 | 0.4 | -13 | -0.5 | 2.8 | -9 | 3 | -1.2 | ? | -14 | -9 | -12
Cc1ccccc1-n1nc2c(c1NC(=O)C1CCCC1)CS(=O)(=O)C2 | 2.7 | 2 | 1.1 | 3.7 | 12 | -6 | 0.0 | -2 | 5 | 3 | 3
COc1ccccc1-c1nnc(NC(=O)CCS(=O)(=O)c2ccccc2)o1 | 0.4 | 1 | -2.4 | -0.2 | -17 | 13 | -0.5 | 2 | 40* | -11 | -3
COc1ccc(CC(=O)OCC(=O)Nc2c(C)n(C)n(-c3ccccc3)c2=O)cc1 | -0.5 | 3 | -2.8 | 1.9 | 3 | 16 | -0.1 | 3 | -27 | -11 | -10
Cc1ccccc1Nc1ccc2nonc2c1[N+](=O)[O-] | · | -5 | -2.1 | 0.6 | 17 | 10 | · | -3 | 0 | -4 | 351
FC(F)(F)c1cnc(N2CCN(C(=S)NCc3ccccc3)CC2)c(Cl)c1 | 0.9 | 2 | 2.9 | 3.2 | -29 | -15 | 2.7 | 7 | -7 | -7 | -9

Screening data as filed in PubChem BioAssay.
